USP2a block – blocks human ubiquitin-specific protease USP2a. USP2 core, Ub-CHOP2 coupled fluorogenic reporter, 485/531. AID 463254. hit rate 0.01% among 330,000. Potency, µM (top dose mostly 38.3 µM), for the others: at the highest dose activity change, negative = inhibition, most hits filed as inhibitors;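 further: potency means the concentration at half of the fitted maximal effect; plate controls were DMSO wells for no effect and full inhibition by NEM control for full effect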
Target sequence (O75604 whole entry, looked up): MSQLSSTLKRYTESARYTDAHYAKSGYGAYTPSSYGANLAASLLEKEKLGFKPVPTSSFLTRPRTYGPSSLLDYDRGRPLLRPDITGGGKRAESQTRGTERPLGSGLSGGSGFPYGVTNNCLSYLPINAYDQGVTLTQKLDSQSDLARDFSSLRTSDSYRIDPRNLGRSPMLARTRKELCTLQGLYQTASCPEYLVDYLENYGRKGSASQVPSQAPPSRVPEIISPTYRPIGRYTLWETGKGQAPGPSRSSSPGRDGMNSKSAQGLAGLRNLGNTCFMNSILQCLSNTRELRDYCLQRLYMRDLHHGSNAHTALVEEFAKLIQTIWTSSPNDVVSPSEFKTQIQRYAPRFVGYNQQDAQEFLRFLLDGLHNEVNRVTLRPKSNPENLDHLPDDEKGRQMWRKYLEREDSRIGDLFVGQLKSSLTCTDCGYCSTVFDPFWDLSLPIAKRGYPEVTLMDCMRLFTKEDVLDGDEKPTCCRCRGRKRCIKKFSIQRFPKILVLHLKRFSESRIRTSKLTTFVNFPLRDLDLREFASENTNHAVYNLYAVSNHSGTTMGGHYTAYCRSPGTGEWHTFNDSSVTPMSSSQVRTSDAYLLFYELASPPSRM
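USP2 core (10nM final) preincubated 30min RT with compound in 20mM Tris-HCl pH 8.0, 2mM CaCl2, 2mM beta-mercaptoethanol, 0.05% CHAPS; 25nM Ub-CHOP2 plus 25nM reporter substrate added, fluorescence (Ex485/Em531) read after 60min.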
PKM2 activator – increases activity of human pyruvate kinase M2; purified PKM2, Kinase-Glo ATP luminescence, activation; response scale: 0% is enzyme alone, no compound; Potency, µM (series often up to 57.5 µM), without a hit: at the highest dose activation, actives largely listed as activators; hit rate 0.34% among 260,000; AID 1631; further: potency means the concentration at half of the fitted maximal effect; on the % scale 0 is the no-effect control and ±100 the full control effect; nearly all actives have a fitted effect of over 55% in size
Target sequence (P14618 whole entry, looked up): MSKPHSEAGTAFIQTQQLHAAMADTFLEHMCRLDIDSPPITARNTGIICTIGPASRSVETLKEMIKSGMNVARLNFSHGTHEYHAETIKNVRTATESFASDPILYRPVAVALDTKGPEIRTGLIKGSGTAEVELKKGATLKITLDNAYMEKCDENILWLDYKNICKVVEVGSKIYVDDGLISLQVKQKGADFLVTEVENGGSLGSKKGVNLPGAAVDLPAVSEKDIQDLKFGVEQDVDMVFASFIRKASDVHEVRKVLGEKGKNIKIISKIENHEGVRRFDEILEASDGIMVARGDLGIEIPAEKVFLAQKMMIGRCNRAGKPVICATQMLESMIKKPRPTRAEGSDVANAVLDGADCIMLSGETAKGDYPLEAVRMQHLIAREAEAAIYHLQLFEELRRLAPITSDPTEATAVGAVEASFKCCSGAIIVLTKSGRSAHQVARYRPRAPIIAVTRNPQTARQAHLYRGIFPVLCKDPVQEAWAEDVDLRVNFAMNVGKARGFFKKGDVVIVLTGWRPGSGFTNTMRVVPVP
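Purified hPK-M2 (>95%) run at intermediate activity with 0.1 mM ADP and 0.5 mM PEP in 50 mM imidazole pH 7.2, KCl, MgCl2; 1 h room temperature. ATP formed read by Kinase-Glo luminescence; normalized to uninhibited and no-enzyme controls.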
Menin MLL FP TR – menin-MLL binding inhibition, Texas Red mutant peptide; Menin + Texas Red MLL mutant peptide, fluorescence polarization; Potency, µM (highest dose often 61.6 µM), inactives show at the top dose FP activity change, negative = inhibition, actives largely listed as inhibitors; O00255; hit rate 0.23% among 270,000; active means well fitted inhibition curve with a large enough effect in the polarisation, with a control signal flat, not every such curve was filed as active; inconclusive means small, poorly fitted or top-dose-only effect, or effect the other way, or a change in a side signal; inactive means no such curve, though single readings can be large or run the other way; the % refers to the polarisation; further: potency means the concentration at half of the fitted maximal effect; % of control where 0% means no effect; many of its hits are not listed in these tables
Chronic BCR inh – chronic active BCR signaling inhibition. ABC-DLBCL IkBa-CBG/CBR reporter, luminescence ratio, 4 h. Potency, µM (titrated, usually from 46.1 µM), inactives show at the highest dose ratio change, negative = lower green/red ratio, actives largely listed as inhibitors. AID 493014. hit rate 0.05% among 340,000; active means well fitted inhibition curve with a large enough effect in the signal ratio, with a control signal flat, not every such curve was filed as active; inconclusive means small, poorly fitted or top-dose-only effect, or effect the other way, or a change in a side signal; the % refers to the signal ratio;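 further: potency means the concentration at half of the fitted maximal effect; plate controls were basal doxycycline-induced cells for no effect and cells given 10 µM MG132 for full effect; MG132 reads +100%, hits lower the ratio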
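Doxycycline induced both beetle luciferases in TMD8 lymphoma cells; IKK-driven degradation limits the IkappaBalpha-fused green signal, while red luminescence normalises for cell number and nonspecific effects. Compounds tested up to 46 uM, 4 hrs.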
ASM inhibitor – blocks human secretory acid sphingomyelinase. Potency, µM (top dose mostly 57.5 µM), for inactives: top-dose activity change, negative = inhibition, usual class: inhibitors. placental ASM, HMU-PC fluorogenic substrate, 60 min. AID 504937. P17405. hit rate 0.006% among 340,000; further: potency means the concentration at half of the fitted maximal effect
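Human placenta-derived ASM enzyme was preincubated with compound for 10 minutes at room temperature, then given fluorogenic substrate HMU-PC0 (9 uM final) for 60 minutes at 37 °C; a pH 10 stop preceded fluorescence reading at Ex 386/Em 447 nm.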
MBNL1 CUG block – blocks human MBNL1 binding to CUG repeat RNA. Q9NR56. TR-FRET MBNL1-His/biotin-(CUG)12 binding, 665/545 ratio. Potency, µM (top dose mostly 57.5 µM), without a hit: top-dose activity change, negative = inhibition, hits mostly inhibitors. hit rate 0.036% among 280,000. AID 2675; active means well fitted inhibition curve with a large enough effect in the signal ratio, with a control signal flat, not every such curve was filed as active; inconclusive means small, poorly fitted or top-dose-only effect, or effect the other way, or a change in a side signal; inactive means no such curve, though single readings can be large or run the other way; the % refers to the signal ratio; further: potency means the concentration at half of the fitted maximal effect; on the % scale 0 is the no-effect control and ±100 the full control effect
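Compounds (final 92 nM to 58 uM) are added to His-tagged MBNL1 and biotin-(CUG)12, then terbium anti-His antibody and streptavidin-XL665 (5 nM final). After 60 min at room temperature, the 665/545 nm ratio is read.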
Mito fusion act – inhibitors of mitochondrial division or activators of mitochondrial fusion. S. cerevisiae fusion-defective mutant growth rescue, CellTiterGlo 48 h. Potency, µM (top dose mostly 46.1 µM), for the others: top-dose growth rescue (activation), usual class: activators. hit rate 0.23% among 320,000. AID 485298;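 further: potency means the concentration at half of the fitted maximal effect; % of control where 0% means no effect; nearly all actives have a fitted effect of over 45% in size; temperature-sensitive fusion mutants such as fzo1-1 at 37 °C on non-fermentable ethanol glycerol medium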
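Luminescent cell viability in 1536-well qHTS format served as the measure of rescued growth in ts fusion-mutant S. cerevisiae cultured on non-fermentable YPEG for 48 hours at 37C.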
hERG WT inh – inhibitors of human wildtype KCNH2 potassium channel. hit rate 0.37% among 340,000. U2OS, BacMam KCNH2, thallium flux FluxOr; stronger effect = lower value. AID 720551. activity change, % at 1.84 µM. Q12809;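 active means maximum activity change below -70%; inconclusive means maximum activity change between -70% and -50%; inactive means maximum activity change above -50%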; further: on the % scale 0 is the no-effect control and ±100 the full control effect
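U2OS cells were transduced with wild-type KCNH2 virus (2.03 x 10^8 / mL) for 4 h at room temperature, then cultured overnight at 37 C. Thallium flux was read with FluxOr dye. Rate constants were normalized to DMSO controls.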
GALK inhibitor – blocks human galactokinase activity; P51570; Potency, µM (titrated, usually from 57.5 µM), inactives show at the top dose activity change, negative = inhibition, hits mostly inhibitors; hit rate 0.007% among 270,000; Purified GALK, Kinase-Glo residual ATP luminescence; further: potency means the concentration at half of the fitted maximal effect; on the % scale 0 is the no-effect control and ±100 the full control effect
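The enzyme phosphorylates galactose (100 uM) using ATP (35 uM); inhibition is detected as higher residual ATP, quantified by bioluminescence after 1 h reaction at room temperature, pH 8.0.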
Eya2 phos inh – Eya2 (human) phosphatase inhibition; O00167; recombinant Eya2, OMFP fluorescence dephosphorylation (OMFP is methylfluorescein phosphate); Potency, µM (series often up to 76.9 µM), inactives show at the highest dose activity, negative = inhibition, actives largely listed as inhibitors; hit rate 0.006% among 330,000; AID 488837; further: potency means the concentration at half of the fitted maximal effect; on the % scale 0 is the no-effect control and ±100 the full control effect
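Eya2 (0.2 uM) preincubated 10 min at ambient with compound, then OMFP substrate added at 50 uM; 10 min reaction in 50 mM HEPES pH 7.5, 50 mM NaCl, 5 uM MgCl2, 0.05% BSA, 1 mM DTT. Fluorescence read at Ex 485/Em 525 nm.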
TSHR antag – human thyrotropin receptor antagonism; TSHR-expressing cells, TSH-stimulated cAMP HTRF, 2 h; stronger effect = lower value; AID 504810; hit rate 0.2% among 330,000; activity change, negative = inhibition, % at 11.5 µM; P16473;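 active means activity change below a set negative limit, meaning inhibition stronger than a set level, cut at about -70% in these data; inconclusive means activity change between two set negative limits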; further: on the % scale 0 is the no-effect control and ±100 the full control effect
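Competitive HTRF cAMP read-out (cryptate anti-cAMP antibody, cAMP-d2; 30 min, room temperature) in freshly harvested TSHR cells. Compounds added before TSH at EC80 (4nM final), followed by 2 hours' incubation at 37 deg C.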
* marks the source's active call; other numbers are inactive results; ? = inconclusive; . = not tested or not shown; [ ] = another dose, or the depositor's remark. Unless noted, the call rests on the fitted dose curve; in most records, active means well fitted curve in the direction sought with a large enough effect; inconclusive means small, poorly fitted or top-dose-only effect, or another doubt; inactive means no such curve, though single readings can be large; an effect the other way counts as inactive or inconclusive. Only part of the results is shown; count on the stated rates, not on these rows.

SMILES	USP2a block	PKM2 activator	Menin MLL FP TR	Chronic BCR inh	ASM inhibitor	MBNL1 CUG block	Mito fusion act	hERG WT inh	GALK inhibitor	Eya2 phos inh	TSHR antag
Cc1ccc(/C=C/C(=O)NC(C)c2ccccc2)cc1 (stereo not drawn)	4%	3%	-9%	-12%	-4%	-1%	17%	-19	1%	2%	-1
CNC(=O)C(=O)N/N=C/c1ccccn1	0%	-1%	10%	-4%	1%	14%	-6%	-6	5%	1%	10
COc1cc2nc(C3CC3)n(NC(=O)c3ccc(F)cc3)c(=O)c2cc1OC	0%	-9%	3%	5%	1%	-2%	0%	-12	-2%	12%	9
COc1ccccc1NC(=O)c1ccc2nc(N3C(=O)CCC3=O)sc2c1	0%	9%	-14%	-24%	-1%	-8%	-2%	3	-3%	-17%	-7
COc1ccc(CCN(C)C(=O)c2cc(S(=O)(=O)NCc3ccccc3)ccc2C)cc1OC	0%	.	.	?	-3%	.	-2%	-2	.	-19%	5
CCc1ccccc1NC(=O)c1cc([N+](=O)[O-])ccc1N1CCOCC1	-7%	-1%	.	-5%	-2%	?	1%	5	-1%	6%	1
CC(=O)OC(C(=O)NCCc1ccccc1)c1cccnc1 (stereo not drawn)	3%	-4%	2%	0%	2%	-5%	1%	-2	-1%	12%	-5
Cc1ccc(C(=O)N/N=C/c2ccc(OC(=O)c3ccccc3Cl)cc2)cn1	-1%	.	.	8%	-1%	5%	5%	4	4%	0%	0
CCOc1ccc(C(=O)NCCCn2ccnc2)cc1	1%	-13%	4%	0%	3%	0%	-3%	17	-5%	-16%	1
Cc1nc2ccc(NC(=O)c3ccc(S(=O)(=O)N(C)C)cc3)cc2s1	-1%	2%	17%	6%	0%	0%	-2%	2	-1%	3%	-10
NC(=O)C1CCN(C(=O)c2ccc(-c3ccccc3Cl)o2)CC1	-1%	.	.	-1%	3%	.	-1%	-17	.	0%	-5
CCc1csc(CCNC(=O)C2CCC(=O)N(Cc3cccc(C(F)(F)F)c3)C2)n1 (stereo not drawn)	0%	-7%	.	-4%	0%	1%	-2%	-2	-3%	3%	-5
CC(=O)Oc1cccc(N2C(=O)CC(Nc3ccc(N4CCOCC4)cc3)C2=O)c1 (stereo not drawn)	1%	16%	?	?	-5%	?	-3%	0	1%	-20%	-6
O=C(Cn1nc(-c2ccccc2Cl)ccc1=O)Nc1ccccc1-c1ccccc1	2%	7%	0%	12%	-3%	9%	7%	21	2%	5%	-9
Cc1ccc(C(=O)CN(C(=O)c2ccc(Cl)cc2)N2C(=O)CCC2=O)cc1	-1%	93%	16%	-1%	4%	-7%	9%	13	9%	-6%	0
O=C1CC(c2nc3ccccc3[nH]2)CN1c1ccccc1 (stereo not drawn)	2%	-7%	12%	3%	-2%	-1%	-2%	-10	3%	-5%	-3
COC(=O)c1[nH]c(C)c(/C(O)=C2\C(=O)C(=O)N(CCN(C)C)C2c2ccccc2OC)c1C (stereo not drawn)	-1%	0%	11%	-5%	7%	7%	-1%	2	3%	11%	-5
CC(=O)c1nccs1	-1%	.	.	3%	2%	.	-5%	1	.	-12%	6
COc1ccc(C(=O)OCC(=O)N2CCCCC2)cc1[N+](=O)[O-]	-1%	-3%	4%	?	-1%	?	-2%	2	-1%	-26%	-2
COC(=O)C(C)N1C(=O)S/C(=C/c2cc(C)n(C(C)C)c2C)C1=O (stereo not drawn)	4%	-1%	-4%	0%	21%	9%	-1%	-7	6%	-2%	-7
CCCCn1cc(C(C)(C)C)c(C#N)c1NC(C)=O	4%	-17%	-1%	15%	10%	18%	0%	-2	1%	1%	6
CC1CCc2c(sc(NC(=O)CSc3nnc(-c4ccccc4)o3)c2C#N)C1 (stereo not drawn)	-1%	-18%	-16%	?	1%	16%	6%	16	0%	-6%	-13
O=C(c1cc2cc(Br)ccc2o1)N1CCOCC1	1%	1%	6%	?	0%	0%	-3%	-5	0%	4%	-14
C/C(=N/N=C(/N)SCc1ccccc1)C(C)(C)C	2%	-3%	4%	-1%	1%	0%	21%	3	0%	-2%	-4
O=S(=O)(c1ccc(NCCOCCO)nc1)N1CCCCC1	0%	.	.	0%	-3%	.	-2%	0	.	-14%	16
COC(=O)Cn1cnc2c(Cl)nc(F)nc21	2%	.	.	1%	2%	.	.	3	.	7%	5
CCOc1ccccc1C(C(=O)NCCOC)N(CCOC)C(=O)Cn1nnc2ccccc21 (stereo not drawn)	1%	-1%	-1%	?	5%	1%	1%	2	-1%	2%	-10
COC(=O)c1ccc(C(=O)Nc2nc3cc(N)c(C)cc3s2)cc1	-1%	.	?	.	-2%	0%	4%	-1	-1%	1%	-12
Cc1sc(NC(=O)/C=C/C(=O)O)c(C(N)=O)c1-c1ccc(C(C)(C)C)cc1	3%	-3%	10%	?	18%	-3%	16%	-5	2%	2%	-31
COc1ccc(Cl)cc1NC(=O)CN(C)CC(=O)N(CC(C)C)c1c(N)n(CC(C)C)c(=O)[nH]c1=O	2%	.	.	4%	3%	.	.	12	.	2%	4
Cc1ccnc(NC(=O)CCC(=O)N(CC(=O)NCc2ccc(F)cc2)c2ccc(F)cc2)c1	1%	.	.	1%	-2%	1%	-3%	-14	1%	20%	-7
CC1CCCC(NC(=O)COC(=O)[C@@H](NC(=O)c2ccc(F)cc2)C(C)C)C1C (stereo partly drawn)	1%	.	.	-12%	-3%	.	.	1	.	-9%	-10
O=C(Nc1cc([N+](=O)[O-])ccc1F)c1ccc2ccccc2c1	2%	-3%[11.5 µM]	?	-9%	8%	10%	0%	13	-9%	9%	-12
COc1ccc(CCn2c(C)ccc2C)cc1OC	3%	3%	-4%	-5%	.	8%	1%	.	1%	11%	-5
O=C(Cc1ccccc1)Nc1c(Cl)ccc2nsnc12	3%	-5%	.	1%	-3%	?	6%	-4	1%	-13%	-8
CC1(C)CC(=O)C=C(NNC(=O)c2ccc(N)cc2)C1	5%	-3%	6%	1%	-1%	-1%	-3%	2	4%	3%	2
CN(C(=O)C1CCCN1S(=O)(=O)c1ccc(Cl)cc1)c1ccccc1 (stereo not drawn)	2%	.	.	?	4%	.	9%	-1	.	3%	6
COc1cc(NC(=O)C2=CC(c3cccs3)=NS(=O)(=O)N2C)cc(OC)c1OC	2%	9%	?	2%	-15%	?	0%	-10	.	2%	26
Nc1nn(-c2cccc(F)n2)cc1-c1ccc(Cl)cc1	1%	-4%	-1%	?	0%	-11%	-1%	12	9%	9%	-12
O=C(COC(=O)c1cccc(-n2cnnn2)c1)Nc1c(Cl)cccc1C(F)(F)F	-8%	1%	.	-2%	3%	-1%	0%	25	5%	0%	-3
Cc1cc(NC(=O)CCC(=O)N(Cc2ccco2)C2(C(=O)NC3CCCC3)CCCCC2)no1	1%	-2%	-13%	3%	-2%	3%	-9%	3	8%	-10%	0
CC(C)[C@H](CN1CCC[C@H]1CN1C(N)=NC[C@H]1C(C)C)N1C[C@@H](Cc2ccccc2)N(CCCC2CCCC2)C1=N	-4%	.	.	0%	0%	.	.	-1	.	-6%	12
Cc1cc(OCC(=O)OCC(=O)c2c(N)n(C)c(=O)n(C)c2=O)ccc1Cl	0%	.	.	-2%	0%	.	1%	15	.	1%	21
Cc1c(Cl)ccc2sc(NC(=O)CN3C(=O)c4ccccc4C3=O)nc12	3%	-2%	-4%	2%	-3%	-24%	1%	-15	.	-6%	0
O=C(COC(=O)c1cc(=O)[nH]c2ccc(Br)cc12)c1ccccc1	1%	0%	-9%	?	0%	58%[activator]	-5%	2	-2%	-7%	-10
O=C(NCCCN1CCCC1=O)c1cccs1	3%	0%	18%	1%	0%	-3%	-2%	-8	-1%	-9%	12
Cc1csc2nc(O)c(C(=O)NCCCc3ccccc3)c(=O)n12	-1%	.	.	?	-13%	.	12%	-3	.	-18%	-6
C=CCOC(=O)C1=C(C)NC(C)=C(C(=O)OCC=C)C1c1cn(-c2ccccc2)nc1-c1ccco1	3%	3%	0%	0%	250%[activator]	-3%[11.5 µM]	-42%[inhibitor]	5	.	1%	27

Source: PubChem
